Compound activity from PubChem BioAssay.
HDAC3 inh: blocks human histone deacetylase 3; recombinant HDAC3, fluorogenic peptide/trypsin coupled, fluorescence; inhibition, % at 8.3 µM; actives 0.15% (n = 320,000); in the data active = inhibition above about 26%, passing the limit was not always enough; inconclusive = no clear call, values can overlap the other calls
KCNQ1 act: potentiators or activators of human KCNQ1 potassium channel; P51787; CHO-K1 KCNQ1, thallium flux FluxOR fluorescence; hits give high values; B-score at 10 µM; actives 0.35% (n = 310,000);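 active = fluorescence ratio B-score, a plate-corrected score, at least three library SD, with initial intensity B-score within 5 SD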
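assay system = KCNQ1-transfected CHO-K1 cells | medium = assay buffer with matched DMSO | probe or stimulus = depolarizing K+/Tl+ stimulus, K2SO4 and Tl2SO4 each 12.5 mM in 5x stock | dosing = single dose | incubation = dye 90 min, compound 20 min, room temperature | detection = kinetic FluxOR fluorescence, 10 s baseline plus 110 s post-stimulus | evaluation = ratio B score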
RGS4 pot: RGS4 potentiation or activation. actives 0.92% (n = 310,000). B-score at 10 µM. HEK293 M3R/inducible RGS4, carbachol calcium flux Fluo4; hits give low values;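 active = B-score of the integrated calcium signal more than 4 SD below the library mean, with starting fluorescence not abnormally high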;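 note: negative B-score means reduced calcium response which marks RGS4 activation or potentiation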
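Assay system: HEK293 FlpIn-TREx cells, stable M3R, doxycycline-inducible RGS4 / Probe or stimulus: carbachol, ECmax concentration / Times: overnight RGS4 induction, 30 min dye load 37 °C, 20 min compound RT / Signal: kinetic calcium fluorescence imaging with Fluo4-AM dye, 2 µM / Measure: Agonist-evoked peak-minus-minimum fluorescence over baseline, integrated ratio, B score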
GSK3beta inhib: inhibitors of human GSK3beta kinase. GST-GSK3beta kinase, ADP-Glo luminescence, 60 min; hits give low values. activity score (negative = inhibition), % at 10 µM. P49841. actives 0.038% (n = 300,000);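 active = more than half of replicate wells score below -50%, meaning over 50% inhibition versus plate controls; inconclusive = some replicates but at most half score below -50%; inactive = no replicate scores below -50%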;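 note: 0% = median DMSO wells and -100% = median GW8510 positive control wells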
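test system = GST-tagged human GSK3beta kinase, cell-free | reagent = 25 µM ATP with peptide substrate | dosing = one dose of 10 µM per compound | schedule = 60 min reaction, RT | detection = luminescent ADP-Glo measurement of ADP formed | control set = DMSO neutral wells and GW8510 at 20 µM as positive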
KCNK3 block: human KCNK3 channel inhibition, primary screen; O14649; B-score at 10 µM; CHO-KCNK3 thallium flux, FluxOR fluorescence; hits give low values; actives 0.84% (n = 340,000); AID 602410;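 active = B-score under library mean minus 4 SD, starting fluorescence ratio at most library mean plus 5 SD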;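 note: more negative B-score means stronger inhibition of thallium flux through KCNK3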
KCNQ1 inh: inhibitors of human KCNQ1 potassium channel; CHO-K1 KCNQ1, FluxOR thallium flux fluorescence; hits give high values; B-score at 10 µM; P51787; actives 1.3% (n = 310,000);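 active = compounds whose thallium flux B-score, printed positive for inhibition, exceeds three library SD while starting fluorescence stays within three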;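 note: channel opened by potassium depolarization with thallium stimulus after 20 min compound exposure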
GSK3 alpha inh: inhibitors of human GSK-3 alpha kinase | inhibition, % at 10 µM | actives 0.1% (n = 320,000) | ADP-Glo luminescence, 60 min | P49840 | AID 2650;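 in the data active = inhibition above about 50%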;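 note: GST-tagged GSK-3 alpha with peptide substrate and 25 µM ATP; 0% = DMSO neutral wells and 100% = GW8510 positive control wells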
Target sequence (P49840 whole entry, looked up): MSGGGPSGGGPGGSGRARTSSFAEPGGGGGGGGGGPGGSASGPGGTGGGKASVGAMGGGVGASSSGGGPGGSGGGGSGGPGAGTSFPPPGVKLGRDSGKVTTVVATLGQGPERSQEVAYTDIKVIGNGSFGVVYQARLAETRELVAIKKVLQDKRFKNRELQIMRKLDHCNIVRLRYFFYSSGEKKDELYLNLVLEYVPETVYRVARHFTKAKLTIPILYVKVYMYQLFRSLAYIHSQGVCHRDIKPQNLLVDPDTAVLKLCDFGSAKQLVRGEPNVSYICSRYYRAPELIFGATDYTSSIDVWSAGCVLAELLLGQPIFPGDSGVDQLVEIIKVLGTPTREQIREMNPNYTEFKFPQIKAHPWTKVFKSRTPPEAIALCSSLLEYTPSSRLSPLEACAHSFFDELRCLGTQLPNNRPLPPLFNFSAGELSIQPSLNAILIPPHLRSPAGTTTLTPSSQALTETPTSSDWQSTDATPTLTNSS
PolyA inhibitor: inhibitors of polyadenylation in S. cerevisiae | S. cerevisiae SKY197-pL101 polyadenylation reporter, beta-gal luminescence; efflux-impaired pdr1/pdr3 knockout yeast; score 100 = 6 SD above DMSO | calls only at 12 µM | actives 0.02% (n = 300,000);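 active = lowest replicate activity score at least 50, where 100 means six control SD above control mean; inconclusive = lowest score under 50 but half or more replicates reach 50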;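 note: yeast exposed to compound for 9 h at 30 °C; higher score means more reporter readthrough which indicates perturbed polyadenylation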
hERG protect: shields human hERG channel from block by proarrhythmic agents. activation (rescue from dofetilide block), less the hit threshold, % at 10 µM. actives 0.51% (n = 310,000). AID 1511. Q12809. CHO-hERG, FluxOR thallium flux, dofetilide IC70 present;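 active = activation above the mean of controls blocked by dofetilide plus 5 SD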;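 note: thallium influx through hERG after potassium depolarization seen as dye fluorescence rise; in these data hits start at about 4.7%; inactives centre near -7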
KCNK9 inh: human KCNK9 channel inhibition | Q9NPC2 | HEK293 KCNK9, FluxOR thallium flux fluorescence; hits give low values | B-score at 10 µM | actives 1.2% (n = 310,000) | AID 488922;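 active = ratio B-score over 3 SD below the library mean, with starting fluorescence within 5 SD of its mean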;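 note: negative B-score means less thallium flux so channel inhibition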
Target sequence (Q9NPC2 whole entry, looked up): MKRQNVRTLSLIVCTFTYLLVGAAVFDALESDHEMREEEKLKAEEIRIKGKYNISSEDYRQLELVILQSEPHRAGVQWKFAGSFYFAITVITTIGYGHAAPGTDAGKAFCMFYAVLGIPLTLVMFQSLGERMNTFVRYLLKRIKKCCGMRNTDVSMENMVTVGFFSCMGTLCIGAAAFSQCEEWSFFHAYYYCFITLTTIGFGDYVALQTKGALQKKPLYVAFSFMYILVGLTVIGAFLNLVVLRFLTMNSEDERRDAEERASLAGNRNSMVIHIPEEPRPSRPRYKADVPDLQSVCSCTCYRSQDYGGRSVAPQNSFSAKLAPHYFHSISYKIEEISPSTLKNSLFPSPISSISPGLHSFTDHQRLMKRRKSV
Dyrk1A ADPGlo: Dyrk1A (rat) kinase inhibition; AID 504441; actives 0.43% (n = 310,000); Q63470; ADP-Glo luminescence, NFATc1 peptide; inhibition, % at 12.5 µM; in the data active = inhibition above about 50%;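 note: plate controls were vehicle with enzyme for no effect and no enzyme for full effect; many of its hits are not listed in these tables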
Numbers without * were called inactive; i = inactive; ? = inconclusive; . = not tested or not shown. These rows are one share of the data; count on the stated rates, not on these rows.

SMILES	HDAC3 inh	KCNQ1 act	RGS4 pot	GSK3beta inhib	KCNK3 block	KCNQ1 inh	GSK3 alpha inh	PolyA inhibitor	hERG protect	KCNK9 inh	Dyrk1A ADPGlo
COc1ccc(NC(=O)C(NC(=O)CC2NC(=O)NC2=O)c2ccccc2)cc1 (centres undefined)	5	i	i	0	i	i	-4	i	-6	i	-1
COc1ccccc1C(=O)N(NC(=O)Oc1ccccc1)C(C)(C)C	1	i	i	-1	i	i	-2	i	-4	i	4
O=C1c2ccccc2C(=O)N1OCCOCCOCCBr	-1	i	i	4	i	i	-1	i	-1	i	0
CN(C)CCN(C(=O)c1ccc(S(=O)(=O)N(C)c2ccccc2)cc1)c1nc2cc3c(cc2s1)OCCO3	6	i	-7.8*	-3	i	i	-3	i	-11	i	3
COc1ccc(OCCOC(=O)c2ccc(-n3cnnn3)cc2)cc1	6	i	i	-1	i	i	0	i	-5	i	0
Cc1nc(CCNC(=O)CC2C(=O)NCCN2Cc2ccccc2)sc1C (centres undefined)	2	i	i	1	i	i	1	i	-8	i	-2
COc1ccccc1N(C(=O)CCl)c1cn(C(C)=O)c2ccccc12	3	i	-8.8*	-3	i	i	0	i	-14	i	-14
Nc1nonc1-n1nnc(C(=O)N/N=C/c2ccc(Br)cc2)c1CSC1=NCCS1	.	i	i	3	i	i	.	i	-11	i	5
COc1ccc(C(=O)C2CCCN(C(=O)c3cccnc3OC)C2)c(C)c1 (centres undefined)	-4	i	i	4	i	i	2	i	-12	i	-4
CCc1nnc(NC(=O)CSc2nnc(CNc3cccc(Cl)c3)n2CC)s1	3	i	i	0	i	i	-3	i	-4	i	0
COc1ccc(C(=O)NN2CC(O)=C(c3nc4ccccc4n3C)C2=N)cc1OC	-5	i	i	-6	i	i	-1	i	-2	i	1
O=C(O)CC1c2ccccc2C=Cc2ccccc21	0	i	i	1	i	i	.	i	-8	i	7
O=C(c1cc(-c2ccccc2)on1)N1CCc2ccccc2C1	0	i	i	-3	i	i	-5	i	-10	i	3
O=C(CCS(=O)(=O)c1ccc(Br)cc1)Nc1cc(F)ccc1F	0	i	i	0	i	i	-1	i	-3	i	-3
CC(C)CC(=O)N1CCC(O)(CS(=O)(=O)Cc2ccccc2Cl)CC1	-3	i	i	1	i	i	-1	i	-15	i	2
C#CCn1c(=NC(=O)c2cc(-c3cccs3)nc3ccccc23)sc2cc(S(N)(=O)=O)ccc21	-17	i	i	-5	i	i	-1	i	-2	i	-2
O=C(Nc1ccc(Br)cn1)c1ccc(Cl)s1	-3	i	i	0	i	i	1	i	-3	i	7
S=C(c1cccs1)N1CCCC1	-3	i	i	0	i	i	1	i	-13	i	-2
CCOc1ccccc1/C=C(\C#N)C(=O)NC1CC1	8	i	i	0	i	i	0	i	-9	i	.
CSc1cc(C)c(OCC(=O)Nc2c(C)nn(C)c2C)c(C)c1	-4	i	i	3	i	i	-2	i	-5	i	-9

A second format for 2 compounds above.
CCc1nnc(NC(=O)CSc2nnc(CNc3cccc(Cl)c3)n2CC)s1
  HDAC3 inh = 3	KCNQ1 act = i	RGS4 pot = i	GSK3beta inhib = 0	KCNK3 block = i	KCNQ1 inh = i	GSK3 alpha inh = -3	PolyA inhibitor = i	hERG protect = -4	KCNK9 inh = i	Dyrk1A ADPGlo = 0

C#CCn1c(=NC(=O)c2cc(-c3cccs3)nc3ccccc23)sc2cc(S(N)(=O)=O)ccc21
  HDAC3 inh = -17	KCNQ1 act = i	RGS4 pot = i	GSK3beta inhib = -5	KCNK3 block = i	KCNQ1 inh = i	GSK3 alpha inh = -1	PolyA inhibitor = i	hERG protect = -2	KCNK9 inh = i	Dyrk1A ADPGlo = -2

More records:
SMILES	HDAC3 inh	KCNQ1 act	RGS4 pot	GSK3beta inhib	KCNK3 block	KCNQ1 inh	GSK3 alpha inh	PolyA inhibitor	hERG protect	KCNK9 inh	Dyrk1A ADPGlo
COc1ccc(-n2ncc3c2CC(C)(C)CC3NC(=O)CCCN2CCCC2=O)cc1 (centres undefined)	0	i	i	1	i	i	-1	i	-4	i	0
Cc1cc(C)cc(NC(=S)N2CCN(c3ccc(F)cc3)CC2)c1	-11	i	i	1	i	i	-2	i	-5	i	-4
Cc1ccc(C)c(NC(=S)N2CCN(CCO)CC2)c1	-5	i	i	0	i	i	-1	i	-6	i	3
O=C(CSc1nc(-c2ccccc2)cc(=O)[nH]1)Nc1ccc(F)c(F)c1	-5	i	i	1	i	i	-2	i	1	i	0
COc1ccccc1OCC(=O)NCc1ccco1	-3	i	i	2	i	i	2	i	-11	i	-1
CCNC(=O)NC(=O)CN(C)c1ccccc1	-1	i	i	4	i	i	1	i	-12	i	-1
COc1ccc(-c2noc(CNC(=O)c3ccoc3C)n2)cc1	4	i	i	0	i	i	-2	i	-4	i	-2
Cc1ccc(NC(=O)C2CC(=O)N/C(=N/NC(=O)c3ccc(C)cc3)S2)cc1 (centres undefined)	2	i	i	1	i	i	-6	i	-16	i	-1
CN(CC(=O)Nc1cccc(F)c1)C(=O)c1ccc(-c2cccc(C(F)(F)F)c2)o1	.	i	i	-8	i	i	.	i	-5	i	6
COc1cccc(N2C(=O)C3CCCN3C2c2cccs2)c1 (centres undefined)	2	i	i	0	i	i	0	i	-15	i	-3
COc1ccc(-c2noc(C(C)n3nc(C)c([N+](=O)[O-])c3C)n2)cc1OC (centres undefined)	-4	i	i	3	i	i	.	i	-3	i	-2
CCCCN(CC)CCCNC(=O)CC1Nc2ccccc2NC1=O (centres undefined)	-3	i	i	5	i	i	3	i	-2	i	8
O=C(Nc1ccccc1)N1CCCN(c2ccc(C(F)(F)F)cn2)CC1	3	i	i	-4	i	i	-4	i	-11	i	.
CCc1nn2c(=O)cc(COc3ccc(NC(=O)c4ccco4)cc3)nc2s1	-2	i	i	-2	i	i	-2	i	-3	i	-4
COc1cc(C(=O)N/N=C/c2sc(N3CCOCC3)nc2-c2ccccc2)cc(OC)c1OC	3	i	i	0	i	i	0	i	-16	i	.
COc1ccccc1/C=C/[C@@H]1C[C@H]2CN(Cc3cccc(Cl)c3)C(=O)[C@]23CCCN13	3	i	i	1	i	i	-2	i	-10	i	2
Cc1ccc(C(=O)N2CCN(CCNC(=O)C(=O)NC(C)C)CC2)cc1	0	i	i	-1	i	i	-1	i	-7	i	-1
CC1=C(C#N)C(NC(=O)c2ccccc2Cl)(C(F)(F)F)C(=O)N1 (centres undefined)	0	i	i	-2	i	i	-4	i	-3	i	8
C=CCc1ccc(OCCCCN2CC(C)CC(C)C2)c(OC)c1 (centres undefined)	-3	i	i	0	i	i	0	i	-4	i	-3
CC(=O)C(C(c1ccccc1)c1c[nH]c2ccccc12)[N+](=O)[O-] (centres undefined)	0	i	i	1	i	i	-2	i	-7	i	-2
CCOC(=O)C(CC)Sc1cc(C)nc2ccc(OC)cc12 (centres undefined)	5	i	i	2	i	i	-1	i	-24	i	26
Cn1c(=O)cc(SCC(=O)N2CCN(C(=O)c3ccco3)CC2)c2ccccc21	4	i	i	-2	i	i	.	i	-13	i	-7
O=C(CC1Sc2ncnn2C1=O)Nc1ccc(Br)cc1 (centres undefined)	8	i	i	2	i	i	.	i	-9	i	4
O=C(Nc1cc(S(=O)(=O)N2CCCCCC2)ccc1OCC(F)(F)F)C1CCC1	0	i	i	4	i	i	-6	i	-9	i	-10
Fc1ccc(COc2cccc(CNCc3ccncc3)c2)cc1	-1	i	i	3	i	i	0	i	-16	i	.
COc1ccc2c(C)cc(N3CCOCC3)nc2c1	?	i	i	-3	i	i	1	i	1	i	8
OCC1OC(n2cnc3c(NCCc4ccccc4)ncnc32)C(O)C1O (centres undefined)	-4	i	i	4	i	i	0	i	-1	i	-2
O=C1c2ccccc2CN1CCNS(=O)(=O)c1ccc2ccccc2c1	-3	i	i	3	i	i	-2	i	-5	i	5
CC(C)(C)Nc1c(-c2cccs2)nc2ccccn12	-31	i	i	-5	i	i	0	i	-6	i	6
Cc1cc(OCC(=O)N2CCOCC2)c(C(C)C)cc1Cl	0	i	i	-3	i	i	1	i	-2	i	.
C/C(=N\Nc1nnc(C)c(=O)[nH]1)C(=O)O	2	i	i	-6	i	i	-2	i	-2	i	2
Cc1ccc(S(=O)(=O)N(C)C)cc1NC(=O)CN1C(=O)NC2(CCCCCCC2)C1=O	-2	i	i	2	i	i	2	i	-8	i	-1
Cc1[nH]n(-c2cccc(Cl)c2)c(=O)c1C=NCc1ccco1	3	i	i	0	i	i	-3	i	3	i	0
COc1ccc(CNC(=O)CN2C(=O)NC(C)(c3cccc4ccccc34)C2=O)cc1OC (centres undefined)	5	i	i	-1	i	i	-1	i	-2	i	5
COc1ccc(CNC(=O)Cn2cccc2C(=O)c2ccccc2C)cc1	6	i	i	-2	i	i	1	i	-8	i	3
Cc1ccc(OCC(=O)Nc2ccccc2F)cc1	-6	i	i	6	i	i	0	i	-12	i	5
COc1cc(OC)c(C(=O)OCC(=O)NC2CCCC2)cc1OC	-16	i	i	4	i	i	-1	i	-3	i	-1
CC(Cc1ccccc1)NC(=O)c1ccc([N+](=O)[O-])cc1 (centres undefined)	3	i	i	-4	i	i	4	i	-10	i	-6
CCC1SC(N)=NC1=O (centres undefined)	-3	i	i	-2	i	i	1	i	-2	i	3
CC1(C)CC(=O)C(C2C3=C(CC(C)(C)CC3=O)Oc3ccccc32)=C(O)C1 (centres undefined)	0	i	i	2	i	i	-3	i	-10	i	1
CCN(c1ccccc1)S(=O)(=O)c1ccc(Cl)c(NC(=O)CSc2n[nH]c(N)n2)c1	2	i	i	2	i	i	1	i	-4	i	0
CCC1N=C(SC)NC(C)=C1C(=O)c1ccccc1 (centres undefined)	8	i	i	0	i	i	-1	.	-13	i	4
COc1ccc2nc(NC(=O)CCc3cc(OC)c(OC)c(OC)c3)sc2c1	1	i	i	-43	i	i	21	i	-9	i	31
CCc1c(C)sc(NC(=O)/C=C/c2ccc3c(c2)OCO3)c1C(=O)OC	-2	i	i	2	i	i	-1	i	0	i	7
COc1ccccc1NC(=O)CS(=O)(=O)c1cn(CC(=O)N2CCCC2)c2ccccc12	-9	i	i	0	i	i	1	i	-7	i	2
O=C(CC(Nc1ccccc1)c1ccc(F)cc1)c1ccccc1 (centres undefined)	7	i	i	2	i	i	2	i	-14	-9.7*	-7
